Assay outcomes: PubChem, National Center for Advancing Translational Sciences (NCATS)
Glioma ERSR ind: inducers of ER stress response in human glioma cells. U87-MG GRP78 promoter luciferase reporter, 16 h. Potency, µM, inactives show at the top dose activation, actives largely listed as activators. actives 0.02% (n = 420,000); also: potency is read from the fitted curve at half-maximal effect; series mostly up to about 76 µM; % of control where 0% means no effect; nearly all actives have a fitted effect of over 35% in size
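Stably transfected U87-MG human glioma cells carrying a GRP78-based luminescent sensor were seeded at 1000 cells/well, pin-dosed with compounds and incubated 16 h. Luciferase reagent was then added, and end-point luminescence was read after 10 min at room temperature.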
RXFP1 ag: activates the human relaxin receptor RXFP1; HEK293T-RXFP1 cAMP TR-FRET, 30 min; response scale: percent of porcine relaxin response, buffer zero; Potency, µM (top dose mostly 57.5 µM), for the others: at the highest dose activation, most hits filed as activators; actives 0.3% (n = 370,000); AID 2676; also: potency is read from the fitted curve at half-maximal effect; % is scaled to controls: 0 for no effect and ±100 for the full control effect; nearly all actives have a fitted effect of over 60% in size; many of its hits are not listed in these tables
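HEK293 cells stably expressing RXFP1, treated 30 min at 37C with compounds plus PDE4 inhibitor Ro 20174; cAMP measured by HTRF TR-FRET. Normalized to buffer and 29 nM porcine relaxin; EC50 by Hill fit.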
USP1 inh: USP1/UAF1 (human) deubiquitinase inhibition; O94782; actives 0.23% (n = 390,000); Potency, µM (titrated, usually from 57.1 µM), for inactives: at the highest dose activity change, negative = inhibition, most hits filed as inhibitors; AID 743255; recombinant USP1/UAF1, Ub-Rhodamine cleavage fluorescence; also: potency is read from the fitted curve at half-maximal effect; % is scaled to controls: 0 for no effect and ±100 for the full control effect; nearly all actives have a fitted effect of over 60% in size; inactives centre near -12
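High-throughput fluorogenic screen: 1nM USP1/UAF1 complex, Ub-Rho substrate 150nM final, 50mM HEPES pH 7.8 with 0.5mM EDTA, 0.1 mg/ml BSA, 1mM TCEP and 0.01% Tween-20.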
PI4K2A inh: blocks human PI4K2A kinase activity; purified PI4K2A, ADP-Glo luminescence, 1 h; active compounds read low; activity change, negative = inhibition, % at 76.9 µM; actives 0.13% (n = 420,000); Q9BTU6; in the data active = activity change below about -50%; inconclusive = mostly about -30% to -49%;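 also: -100% = wells without enzyme as full effect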
Target sequence (Q9BTU6 whole entry, looked up): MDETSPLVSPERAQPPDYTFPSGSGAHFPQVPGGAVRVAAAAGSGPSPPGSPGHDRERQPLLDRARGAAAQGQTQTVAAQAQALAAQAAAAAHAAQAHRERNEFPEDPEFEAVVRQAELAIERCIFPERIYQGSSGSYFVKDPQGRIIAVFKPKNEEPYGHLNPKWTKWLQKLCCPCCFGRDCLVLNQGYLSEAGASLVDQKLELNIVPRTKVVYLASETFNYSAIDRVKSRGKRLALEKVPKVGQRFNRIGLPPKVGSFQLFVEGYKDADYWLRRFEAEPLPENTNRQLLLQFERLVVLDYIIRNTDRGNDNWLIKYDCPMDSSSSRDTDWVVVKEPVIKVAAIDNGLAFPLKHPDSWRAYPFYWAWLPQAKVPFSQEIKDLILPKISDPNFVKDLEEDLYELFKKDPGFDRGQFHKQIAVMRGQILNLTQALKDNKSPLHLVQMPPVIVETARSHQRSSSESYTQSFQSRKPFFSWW
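PI4K2A activity was measured by ADP-Glo luminescence: enzyme (4 ug/mL stock) and phosphatidylinositol (1.2 mM stock) in Tris pH 7.5/MgCl2/EGTA/Triton X-100 buffer were reacted with ATP (300 microM stock) for one hour at ambient temperature.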
Vif-A3G inh: blocks the Vif interaction with human APOBEC3G. Q9HC16. Potency, µM (titrated, usually from 46.1 µM), inactives show at the highest dose activity, negative = active, hits mostly inhibitors. AID 602310. HeLa A3G-eYFP + Vif (tagged APOBEC3G with the HIV-1 protein that degrades it), YFP fluorescence, overnight. actives 0.076% (n = 410,000);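 also: potency is read from the fitted curve at half-maximal effect; % is scaled to controls: 0 for no effect and ±100 for the full control effect; nearly all actives have a fitted effect of over 60% in size; hits raise eYFP signal because A3G escapes Vif-driven loss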
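HeLa cells stably expressing Vif and C-terminally eYFP-tagged A3G, seeded overnight at 37 deg C, then exposed to compound by pintool overnight at 37 deg C. Rise in yellow fluorescence (Ex 488/Em 500-530, Acumen) marks blocked Vif-driven A3G degradation.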
IDH1 R132H inh: blocks human mutant IDH1 R132H enzyme; O75874; IDH1-R132H enzyme, NADPH consumption, diaphorase/resazurin fluorescence; Potency, µM (highest dose often 76.6 µM), without a hit: at the highest dose activity change, negative = inhibition, most hits filed as inhibitors; actives 0.093% (n = 390,000); also: potency is read from the fitted curve at half-maximal effect; % is scaled to controls: 0 for no effect and ±100 for the full control effect; nearly all actives have a fitted effect of over 65% in size
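IDH1-R132H (0.5 ug/mL) preincubated 30 min with compound, then NADPH (0.016 mM) and alpha-KG (2 mM) added; 80 min at RT, pH 7.5. Remaining NADPH coupled via diaphorase/resazurin to fluorescence (540/590 nm); concentration-response curves normalized to no-enzyme control.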
LDHA inh: LDHA (human) enzyme inhibition; actives 0.15% (n = 480,000); activity change, % (values are at about 110 or 230 µM); purified LDHA, NADH/diaphorase-resazurin fluorescence; active compounds read low; in the data active = activity change below about -30%; inconclusive = mostly about -25% to -30%;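 also: plate controls were DMSO wells for no effect and wells without enzyme for full effect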
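Enzyme activity of human lactate dehydrogenase 5 (2 nM; 0.06 mM NADH, 0.2 mM pyruvate, 5 min, RT) is measured via a resazurin/diaphorase fluorescence readout of residual NADH.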
Vif-APOBEC3F blk: blocks the Vif interaction with APOBEC3F | HeLa A3F-eYFP + Vif (tagged APOBEC3F with the HIV-1 protein that degrades it), YFP fluorescence increase | AID 602313 | Potency, µM (doses to about 46.1 µM), without a hit: at the highest dose activity, negative = active | actives 0.2% (n = 390,000); also: potency is read from the fitted curve at half-maximal effect; % of control where 0% means no effect; nearly all actives have a fitted effect of over 65% in size
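Fluorescence increase (Ex 488/Em 500-530) after overnight compound treatment at 37 deg C flags inhibition of Vif-driven A3F-eYFP loss in stable HeLa A3F-eYFP/Vif cells seeded overnight beforehand.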
TrxR1 substrate: rat thioredoxin reductase 1 substrate activity; actives 0.01% (n = 390,000); AID 588456; Potency, µM (series often up to 114 µM), inactives show at the highest dose activity change, negative = substrate turnover; purified TrxR1 substrate turnover, NADPH consumption readout; O89049; also: potency is read from the fitted curve at half-maximal effect; % is scaled to controls: 0 for no effect and ±100 for the full control effect; nearly all actives have a fitted effect of over 50% in size
Target sequence (O89049 whole entry, looked up): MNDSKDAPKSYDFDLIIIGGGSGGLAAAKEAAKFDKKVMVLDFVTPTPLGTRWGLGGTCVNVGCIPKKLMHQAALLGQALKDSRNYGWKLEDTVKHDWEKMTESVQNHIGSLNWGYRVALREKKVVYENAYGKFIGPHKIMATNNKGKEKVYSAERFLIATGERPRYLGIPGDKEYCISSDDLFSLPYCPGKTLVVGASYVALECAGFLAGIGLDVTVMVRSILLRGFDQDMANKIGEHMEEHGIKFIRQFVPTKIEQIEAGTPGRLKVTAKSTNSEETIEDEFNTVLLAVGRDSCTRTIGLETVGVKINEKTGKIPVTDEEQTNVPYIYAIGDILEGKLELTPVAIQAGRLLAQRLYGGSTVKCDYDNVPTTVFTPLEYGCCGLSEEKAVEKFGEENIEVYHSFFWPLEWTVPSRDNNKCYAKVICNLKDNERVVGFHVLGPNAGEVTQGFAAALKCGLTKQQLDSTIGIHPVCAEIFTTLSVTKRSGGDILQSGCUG
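Rat TrxR1, dispensed at 90 nM, was prereduced with 400 uM NADPH (final) for 5 min at ~22 deg C, then incubated with compound 15 min before 400 uM selenite. A first-read NADPH fluorescence drop versus no-compound background flagged substrates.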
Starred values were filed as active, the others as inactive; ? = inconclusive; / = no result given; & = joins results of further samples; [ ] = another dose, or the depositor's remark. Unless noted, calls follow the shape of the dose curve; as a rule, active = well fitted curve in the direction sought with a large enough effect; inconclusive = small, poorly fitted or top-dose-only effect, or another doubt; inactive = no such curve, though single readings can be large; an effect the other way counts as inactive or inconclusive.

SMILES	Glioma ERSR ind	RXFP1 ag	USP1 inh	PI4K2A inh	Vif-A3G inh	IDH1 R132H inh	LDHA inh	Vif-APOBEC3F blk	TrxR1 substrate
O=C(CN1CCOCC1)Nc1ccc(NC(=O)CN2CCOCC2)c(Cl)c1	2.0%	2.4%	-4.9%	-1.5	-3.6%	3.4%	-0.1	-10.6%	-8.2%
Cc1ccc(CNC(=O)[C@H](C)NC(=O)C2CCN(C(=O)[C@@H]3CCCN3C(=O)OC(C)(C)C)CC2)cc1	0.4%	0.1%	-14.9%	0.3	2.9%	-9.2%	-2.7	2.8%	1.5%
CCC12CSc3nc(Cl)ccc3N1C(=O)C(=O)N2C (configuration not stated)	1.2%	1.9%	-26.8%	-4.0	-0.5%	1.6%	0.5	-9.3%	2.7%
Cc1nc(NC(=O)CN2CCCCC2)sc1C(=O)N(C)C	-2.3%	3.3%	-19.7%	-4.3	1.7%	-2.0%	-5.9	-1.5%	0.6%
CCOc1ccc(C(c2nnnn2Cc2ccccc2)N2CCN(C(=O)c3ccco3)CC2)cc1 (configuration not stated)	3.7%	/	-16.8%	-1.6	-9.9%	-3.8%	-7.1	10.4%	3.4%[57.1 µM]
O=C(Cc1ccc(NC(=O)C2CCN(C(=O)C3CCCC3)CC2)cc1)Nc1ccc(C(=O)N2CCOCC2)cc1	-1.9%	/	-26.6%	-2.4	1.9%	-7.0%	-10.1	4.5%	-6.0%
CC(C)C(=O)NS(=O)(=O)c1ccc(N)cc1	0.0%	-0.3%	-5.4%	-10.2	-1.1%	-2.2%	-2.9	0.0%	-7.2%
CCOC(=O)CC(=O)N/N=C/c1c(N)n(C)c(=O)n(C)c1=O	-6.0%	7.7%	-21.6%	5.4	-0.2%	-0.5%	-14.3	11.1%	1.3%[57.1 µM]
O=C(O)c1ccc(Cn2cnc3cccnc32)cc1	-1.6%&-1.5%	15.1%&16.0%	-9.9%&-13.8%	-4.9&1.3	?	13.0%&16.9%	0.3&4.4	3.7%&-8.8%	6.1%
CC(C(=O)N1CCOCC1)N1C(=O)c2cccc3cccc(c23)C1=O (configuration not stated)	-2.2%	4.9%	-1.4%	-1.2	0.3%	-4.4%	-2.0	?	2.4%
O=C(c1ccc2nccnc2c1)N1CCN(c2cccc(C(F)(F)F)c2)CC1	-4.4%	-0.2%	-15.0%	-3.4	-12.6%	0.0%	1.7	-14.3%	2.7%
CC(C)C(c1nnnn1C1CCCCC1)N1CCN(c2ncccn2)CC1 (configuration not stated)	-2.8%	1.1%	2.1%	-0.8	-0.5%	-1.4%	3.1	/	-5.3%
COc1cccc(/C=N/Nc2ccc(S(=O)(=O)O)cc2)c1O	0.8%	-4.0%	-16.3%	-0.1	1.5%	-0.4%	9.2	4.0%	7.1%
CCCCn1c(SCC(=O)Nc2nnc(C)s2)nc2c1c(=O)n(C)c(=O)n2C	-6.0%	0.6%	-15.5%	7.0	2.3%	4.1%	-7.5	1.2%	10.5%
COc1ccccc1Oc1c(C)oc2c(CN3CCN(CCO)CC3)c(O)ccc2c1=O	-5.4%	10.7%	-5.6%	0.9	-2.6%	2.1%	3.2	/	718.4%[activator]
Cc1ccc(OC(=O)c2ccc(N3CCOCC3)c([N+](=O)[O-])c2)cc1	-2.1%	1.6%	-19.6%	3.0	-1.1%	4.5%	-1.3	1.6%	-12.5%
O=C(CCCC(=O)Nc1cccc(Br)c1)N/N=C/c1cc([N+](=O)[O-])ccc1O	10.0%	-1.5%	-31.8%	-1.6	-2.1%	-0.7%	0.3	1.3%	-6.0%
CN(C)S(=O)(=O)c1ccc(C(=O)NCc2nnc(SCC(=O)N3CCCCCC3)o2)cc1	3.8%	-3.4%	-2.2%	7.2	-4.9%	15.5%	-0.5	0.6%	-1.4%
Cc1cc(NC(=O)CCC(=O)N(Cc2ccco2)C2(C(=O)NC3CCCCC3)CCN(C)CC2)no1	-3.4%	1.5%	-10.9%	2.2	-1.9%	1.1%	-4.2	14.0%	9.6%
O=C(NC1CCCCC1)/C(=C/c1ccc(Cl)cc1)NC(=O)c1ccccc1	-3.1%	0.5%	-8.3%	-0.8	0.3%	0.0%	3.4	0.7%	-2.2%
O=C(NC1CCCC1)C(c1ccccc1F)N(C(=O)Cc1cccs1)c1ccc2c(c1)OCCO2 (configuration not stated)	-2.9%	6.3%	-27.7%	-1.6	0.0%	?	1.9	1.2%	-5.6%
COc1c(C)cc(Br)cc1C(=O)NC(=S)NCc1ccco1	-2.9%	4.9%	-20.3%	-1.7	-2.0%	3.4%	-2.1	-0.9%	-4.9%
C/C(=N\Nc1ccc(S(N)(=O)=O)cc1[N+](=O)[O-])c1ccc2c(c1)OCO2	-5.7%	-0.2%	-4.1%	-7.3	?	1.5%	-10.4	-12.6%	4.3%[57.1 µM]
CCC(=O)N1c2ccccc2[C@@H](N(C(C)=O)c2ccccc2)C[C@H]1C	-1.4%	0.5%	-3.7%	-0.6	-1.4%	10.8%	1.3	-10.7%	-1.0%
COc1ccc(-n2c(=O)c3ccccc3c3ccccc3c2=O)c(OC)c1	-4.9%	0.1%	-18.4%	-0.4	-0.9%	0.1%	1.9	-7.8%	-2.2%
C/C(=N\NC(=O)c1nc2ccccn2c1C)c1ccco1	-4.8%	11.3%	-17.0%	-4.5	0.0%	-3.2%	-2.3	-19.2%	-11.8%
CC(=O)NC(=C(Cl)Cl)S(=O)(=O)c1ccccc1	-13.9%	1.8%	-1.5%	-5.1	?	1.4%	-0.3	1.2%	-5.0%
COc1ccc(Br)c2oc(SC)cc(=O)c12	-4.9%&-4.6%	3.1%	-26.9%	4.8	-5.3%	-6.4%[38.3 µM]	-2.8	1.0%	5.7%
COC(=O)c1ccc2c(=O)n(CCc3ccc(S(N)(=O)=O)cc3)c(SCC(=O)C(C)(C)C)nc2c1	-5.7%	5.0%	-17.0%	-1.0	1.3%	-16.3%	0.3	-10.8%	-2.1%[57.1 µM]
Cn1c(=O)[nH]c(=O)c2c1nc(N1CCOCC1)n2CC(=O)c1ccccc1	-6.3%	1.1%	-4.4%	2.5	-4.5%	0.3%	-5.5	-4.0%	6.3%[57.1 µM]
COc1cc(C=CC(=O)N2CCN(CC(=O)N3CCCC3)CC2)cc(OC)c1OC	-5.6%	/	-15.9%	3.6	2.7%	-15.5%	-9.9	-2.8%	/
Cc1nnc(SCc2cccc3ccccc23)n(N)c1=O	-1.9%	-0.1%	-18.6%	4.6	-4.9%	6.2%	-3.3	-5.6%	-9.7%
O=C(COc1ccccc1)NC1C(=O)N2C(C(=O)O)=C(Cl)CSC12 (configuration not stated)	-7.2%	1.8%	-6.2%	-3.3	1.3%	-8.6%	-8.7	-3.2%	1.1%
N#CC(C#N)=C1C=CC=CN1/C(=C\c1ccco1)C(=O)c1ccc(Br)cc1	-14.9%	-0.7%	-22.6%	16.9	-23.2%	2.0%	0.5	?	-4.6%
O=C(CN(c1cccc(C(F)(F)F)c1)S(=O)(=O)c1ccccc1)N1CCOCC1	-5.7%	-0.1%	-4.1%	-6.8	-3.8%	-2.0%	-7.1	0.7%	-7.1%
Cc1ccc(S(=O)(=O)N2C[C@@H]3[C@H]4CC[C@H](C4)[C@@H]3[C@@H](C)[C@@H]2C2CCCCC2=O)cc1 (some centres not stated)	-2.9%	/	-9.0%	-8.7	0.2%	11.3%	-2.2	3.8%	-3.3%
COc1cccc(C(=O)Nc2cccc(C(C)=O)c2)c1	0.6%	2.3%	-8.3%	-17.0	-2.4%	26.2%	-3.4	-1.5%	5.4%[57.1 µM]
CCCNC(=O)COc1coc(CN2CCN(c3ccccc3OC)CC2)cc1=O	-5.3%	-2.4%	-1.0%	-25.3	1.7%	4.1%	-1.5	-3.9%	6.3%
O=C(CSc1nccn1-c1ccccc1)c1ccc(Br)cc1	-2.3%	0.8%	-24.2%	1.8	-12.1%	7.9%	-1.9	0.5%	-5.0%[57.1 µM]
O=C(NCC1CC1)c1ccc(-c2cn[nH]c2)c2ccoc12	1.4%	/	/	-5.9	-6.3%	/	-1.2	/	/
CN1C=CC=C/C1=C(\C#N)c1nc2ccccc2[nH]1	-2.1%	-1.0%	-12.1%	6.5	-1.3%	0.9%	-1.8	-0.2%	-5.9%
CCOc1ccc(S(=O)(=O)c2cn(Cc3ccc(OC)cc3)c3ccc(F)cc3c2=O)cc1	-2.4%	-1.0%	-2.2%	-1.4	0.7%	-17.9%	-9.3	2.3%	-1.9%
Cc1noc(C)c1S(=O)(=O)NCc1ccc(CN(C)C)cc1	-6.2%	1.4%	-15.5%	-2.1	-3.6%	8.9%	1.2	18.6%	7.6%
CC(OC(=O)c1ccccc1C(=O)N(C)C1CCCCC1)C(=O)NC1(C#N)CCCCC1 (configuration not stated)	-3.7%	-7.2%	-3.0%	-4.3	-0.1%	-2.1%	-11.8	-3.0%	-1.2%
Cc1nc(N(C)Cc2ccccc2)c2c(C)c(C)sc2n1	-0.2%	3.8%	-9.6%	1.0	-9.7%	3.8%	3.2	0.8%	-1.1%

Not all compounds are listed; count on the stated rates, not on these rows.
